proCasp3 act = activates human procaspase-3 | recombinant procaspase-3 D3A, Ac-DEVD-pNA absorbance 405 nm | actives 0.11% (n = 330,000) | activation, % at 8.5 µM;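 active means activation above the mean of all tested compounds plus 3 SD, cut at about 21% in these data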;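 further: 0% = DMSO alone and 100% = DMSO wells spiked with extra 5 µM PC-3 D3A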
Target sequence (P42574 whole entry D9A/D28A/D175A): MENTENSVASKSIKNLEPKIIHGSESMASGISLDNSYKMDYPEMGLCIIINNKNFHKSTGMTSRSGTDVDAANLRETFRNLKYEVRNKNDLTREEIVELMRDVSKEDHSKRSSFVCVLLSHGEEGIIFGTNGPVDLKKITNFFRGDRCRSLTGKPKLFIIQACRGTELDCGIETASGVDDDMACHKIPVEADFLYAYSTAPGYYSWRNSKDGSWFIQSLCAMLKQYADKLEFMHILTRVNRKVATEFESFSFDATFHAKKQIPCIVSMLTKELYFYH
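System: Procaspase-3 D3A mutant. Medium: Zinc-free 300 mM NaCl, 50 mM HEPES, 0.01% Triton X-100. Schedule: 1 h preincubation plus 2 h reaction at 25 °C. Measured by: 405 nm absorbance of p-nitroaniline, reads at 0 and 120 min. Read-out: percent activation relative to control range.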
PP5 primary = blocks human protein phosphatase 5 activity; purified PP5c, OMFP substrate fluorescence; inhibition, % at 6.7 µM; actives 0.18% (n = 320,000); AID 1987;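 active means inhibition above the campaign's mean inhibition across all tested compounds plus 3 SD, cut at about 9.5% in these data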;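 further: 0% = DMSO only and 100% = 100 µM cantharidin control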
Fh CTSL1 inh = blocks F. hepatica cathepsin L1 in PFM18AAP counter-screen; recombinant F. hepatica cathepsin L1, Z-Leu-Arg-MCA fluorescence; inhibition, % at 5.96 µM; actives 0.49% (n = 300,000); AID 1906;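 active means inhibition above the mean of all tested compounds plus 3 SD, set per screening campaign, cut at about 17% in these data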;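 further: 0% = plate median of test compound wells and 100% = 1 µM Z-Phe-Ala-diazomethylketone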
TPT1 inh = C. albicans TPT1 enzyme inhibition; recombinant caTPT1, FP RNA substrate dephosphorylation; inhibition, % at 5 µM; actives 0.81% (n = 300,000); AID 1962;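 active means inhibition above the mean of all tested compounds plus 3 SD, set per screening campaign, cut at about 24% in these data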;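 further: plate controls were DMSO alone for no effect and ferristatin control at 100 nM for full effect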
PAFAH2 FP inh = inhibitors of human PAFAH2; recombinant PAFAH2, FP-rhodamine activity probe, fluorescence polarization; Q99487; inhibition, % at 3.39 µM; actives 0.99% (n = 340,000);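 active means inhibition above the mean over all tested compounds plus 3 SD, cut at about 30% in these data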;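 further: inhibitors block probe labeling of enzyme so polarization drops; 0% = enzyme with DMSO and 100% = wells lacking PAFAH2 protein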
PP1 inh = blocks human PP1-alpha phosphatase, a PP5 counter-screen; inhibition, % at 6.7 µM; purified PP1alpha, OMFP fluorescence; AID 2235; actives 0.9% (n = 320,000);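 active means inhibition above the mean inhibition of all tested compounds plus 3 SD, computed separately for each screening campaign, cut at about 15% in these data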
Target sequence (P62136 whole entry, looked up): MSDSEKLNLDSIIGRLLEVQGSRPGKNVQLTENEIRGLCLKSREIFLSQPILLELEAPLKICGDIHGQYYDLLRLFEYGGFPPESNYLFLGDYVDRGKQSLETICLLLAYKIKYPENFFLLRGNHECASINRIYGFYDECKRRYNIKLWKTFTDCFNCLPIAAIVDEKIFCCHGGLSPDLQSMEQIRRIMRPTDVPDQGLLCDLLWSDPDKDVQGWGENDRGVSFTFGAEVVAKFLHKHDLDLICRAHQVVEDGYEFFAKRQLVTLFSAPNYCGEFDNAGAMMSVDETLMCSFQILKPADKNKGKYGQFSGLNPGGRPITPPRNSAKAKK
AHR activator = human AHR activation. AHR-responsive luciferase reporter cells, luminescence. activation, % at 5 µM. actives 2.5% (n = 320,000); in the data active means activation above about 47%;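 further: 0% = vehicle wells and 100% = reference agonist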
core dimer inh = blocks dimerization of HCV core protein | TR-FRET GST/Flag-core106 dimerization, 1536-well | inhibition, % at 5 µM | actives 0.33% (n = 300,000);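 active means inhibition above the mean of all tested compounds plus 3 SD, set per screening campaign, cut at about 45% in these data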
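Assay system – GST-tagged and Flag-tagged HCV core protein residues 1-106 · Quantity – core106 proteins, GST 13.5 nM and Flag 17 nM · Benchmarks – unlabelled core106 and no-GST-core106 wells · Read-out basis – percent inhibition of core106 dimerization signal · Detection – time-resolved FRET, ex 340 nm, em 617 and 671 nm · Schedule – 4 h at 22.5 °C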
procasp7 counter = counter-screen: procaspase-7 (human) activation. P55210. recombinant procaspase-7, Ac-DEVD-pNA absorbance 405 nm; D23A/D198A/D206A triple mutant, cannot self-cleave; scale: DMSO 0, 5 µM enzyme 100. activation, % at 8.5 µM. actives 0.093% (n = 330,000). AID 463210;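 active means percent activation above the screen-wide mean plus 3 SD, cut at about 25% in these data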
Target sequence (P55210 whole entry D23A/D198A/D206A): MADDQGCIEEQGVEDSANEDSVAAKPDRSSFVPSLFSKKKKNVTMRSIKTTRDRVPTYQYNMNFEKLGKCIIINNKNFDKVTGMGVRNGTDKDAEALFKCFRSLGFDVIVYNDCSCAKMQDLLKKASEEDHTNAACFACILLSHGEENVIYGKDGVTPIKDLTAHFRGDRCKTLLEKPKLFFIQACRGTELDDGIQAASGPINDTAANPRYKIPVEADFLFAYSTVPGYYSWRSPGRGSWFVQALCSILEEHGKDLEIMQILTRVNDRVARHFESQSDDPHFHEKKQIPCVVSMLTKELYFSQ
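Assay system: Uncleavable procaspase-7 mutant enzyme; Input: 2 µM procaspase-7 mutant as dispensed; Also added: DEVD-pNA substrate; Medium: Zinc-free HEPES pH 7.4 with 300 mM NaCl, 0.01% Triton X-100; Timing: 1 h compound preincubation, 2 h substrate cleavage, 25 °C; Measured by: Epi-absorbance of released pNA at 405 nm, two timepoints.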
* = called active by the depositor; nt = no result given. The order is random; about 5.6% have a hit in one of these screens.

SMILES	proCasp3 act	PP5 primary	Fh CTSL1 inh	TPT1 inh	PAFAH2 FP inh	PP1 inh	AHR activator	core dimer inh	procasp7 counter
C/C=C/c1ccc(OCCCCOc2ccc(OC)cc2)c(OC)c1	4	-0.3	1	-4	0	0	5	4	-6
COc1cc(/C=C2/C(=O)NN(c3cccc(C)c3)C2=O)ccc1OC(=O)c1ccco1	-6	-0.3	0	1	8	0	1	5	6
CC1CCCN1CC#CC(O)(c1ccccc1)c1ccccc1 (stereo not drawn)	7	0.7	-1	-2	nt	5	-3	-2	-1
Cc1cc(C)cc(-n2c(C)c3c(C)nnc(C)c3c2C)c1	-8	3.9	-2	12	1	4	-1	0	-8
O=C(c1cnc2ccccn2c1=O)N1CCc2ccccc21	3	-2.8	2	-3	1	-7	12	3	0
CCOC(=O)c1ccc(NC(=O)Cc2cccs2)cc1	2	-0.7	1	4	2	0	0	-1	10
COc1cc(/C=N\NC(=O)CN2CCOCC2)ccc1OCC(=O)Nc1ccc(C)c(C)c1	6	3.9	-1	12	1	-4	8	1	11
CC(NC(=O)c1ccc(OC2CCN(S(=O)(=O)N(C)C)CC2)cc1)C1CC1 (stereo not drawn)	12	-0.3	-2	0	3	0	-5	-3	6
COc1cc(OC)c(C(=O)Nc2cc(Cl)ccc2-n2cncn2)cc1OC	-5	0.3	0	1	-2	-4	59*	-3	3
COc1cc2c(cc1OC)/C(=C/C(=O)N1CCOCC1)NC(C)(C)C2	-8	2.8	-1	1	nt	-2	-3	-2	-5
COc1cc(CN2CCCN(C)CC2)c([N+](=O)[O-])cc1OC	7	-0.7	0	-1	-2	-2	-2	4	-1
COc1ccc(/C(C)=N/NC(=O)CN(c2ccc(OC)cc2)S(=O)(=O)c2ccccc2)cc1	-11	2.8	2	4	-2	4	0	5	9
S=C(Nc1ccc(Br)cc1Cl)NC1CCN(Cc2ccccc2)CC1	-13	1.9	1	-3	10	-2	0	1	-11
Oc1ccccc1N1CCN(CC(O)COCc2ccccc2Cl)CC1 (stereo not drawn)	-5	1.0	-3	3	-8	0	-1	-2	7
O=C(c1ccccc1)c1ccc(OCC(O)CN2CCCCC2)cc1 (stereo not drawn)	0	2.5	-1	-3	7	3	2	-4	1
O=C(/C=C/c1ccc(Cl)cc1)NCCCn1ccnc1	4	0.5	-3	-2	1	10	7	6	6
CCC(c1nnnn1CCc1ccccc1)N1CCN(c2ccc(OC)cc2)CC1 (stereo not drawn)	-4	-0.1	0	0	-3	-5	2	-1	4
O=C(NCC1COc2ccccc2O1)c1cccc(S(=O)(=O)N2CCOCC2)c1 (stereo not drawn)	1	1.6	nt	nt	1	0	1	nt	-3
CCn1c(Oc2ccccc2)nc2c1c(=O)n(C)c(=O)n2C	3	0.3	4	0	2	0	7	0	-1
COc1ccc(C2=CCC3CCCCN3C2)cc1OC (stereo not drawn)	-3	nt	nt	nt	-3	nt	0	nt	21
Cc1cccc2cc(CNC3CCCC3)c(Cl)nc12	9	-0.1	1	-4	4	1	4	-2	-8
Cc1ccccc1C(=O)N1CCC(C(=O)Nc2cccc(S(=O)(=O)N3CCCCC3)c2)CC1	12	1.4	nt	nt	-6	-2	0	nt	15
COc1ccccc1-c1nnc(SCC(=O)NCc2c(C)c(Cl)cc(C(C)C)c2O)o1	4	6.4	-4	1	-9	4	2	-1	1
COC(=O)c1ccc(CNC(=O)COC(=O)c2cccs2)cc1	2	nt	nt	nt	17	nt	1	nt	10
CC(=O)Nc1cccc(NC(=O)COc2ccc3c(c2)OCO3)c1	-1	0.2	0	2	9	-3	3	5	3
Cc1nnc(SCc2ccc(Cl)cc2Cl)[nH]c1=O	2	-1.4	2	-3	12	-3	1	2	5
Cc1cc(NC(=O)c2cccc([N+](=O)[O-])c2)n(-c2ccccc2)n1	3	1.6	-2	-4	7	-6	11	8	9
CCO[C@@H]1OC(C(=O)N2CCCCCCC2)=C[C@H](C2CCCCC2)[C@H]1CCCO	3	2.8	2	-3	-2	1	3	-7	-2
COc1ccc(OC)c(CN2CCN(C(=O)c3cc(S(=O)(=O)Nc4ccccc4OC)ccc3C)CC2)c1	-5	2.2	2	1	-2	-2	8	4	6
COc1ccc(-c2c(-c3cccc(C)c3)oc3ccc(-c4ccc5c(c4)OCO5)cc23)cn1	1	-0.6	1	-4	-1	-2	-1	-15	-2

Whole records, quoted from the list. Order of screens: proCasp3 act	PP5 primary	Fh CTSL1 inh	TPT1 inh	PAFAH2 FP inh	PP1 inh	AHR activator	core dimer inh	procasp7 counter
Profile of S=C(Nc1ccc(Br)cc1Cl)NC1CCN(Cc2ccccc2)CC1 = -13	1.9	1	-3	10	-2	0	1	-11
Profile of CC1CCCN1CC#CC(O)(c1ccccc1)c1ccccc1 (stereo not drawn) = 7	0.7	-1	-2	nt	5	-3	-2	-1
Profile of COc1cc(/C=C2/C(=O)NN(c3cccc(C)c3)C2=O)ccc1OC(=O)c1ccco1 = -6	-0.3	0	1	8	0	1	5	6
Profile of CCn1c(Oc2ccccc2)nc2c1c(=O)n(C)c(=O)n2C = 3	0.3	4	0	2	0	7	0	-1

(listing goes on)
SMILES	proCasp3 act	PP5 primary	Fh CTSL1 inh	TPT1 inh	PAFAH2 FP inh	PP1 inh	AHR activator	core dimer inh	procasp7 counter
CCCCc1c(C)nc2ccc(C(=O)OCC)cc2c1Cl	-7	2.4	1	2	0	3	1	-5	-6
CC(NC(=O)c1noc2c1CCCCC2)c1ccccc1 (stereo not drawn)	-5	2.3	2	-1	-7	-5	0	-2	12
CCn1c(=O)c(C(=O)CN(C)Cc2cccc(OC)c2OC)c(N)n(Cc2ccccc2)c1=O	8	2.2	-4	-3	-3	4	3	0	-7
Cc1ccc(S(=O)(=O)CCC(=O)OC(C)c2nnc(-c3cccs3)o2)cc1 (stereo not drawn)	8	nt	nt	nt	-3	nt	0	nt	11
CC1CCCN(C(=O)Cn2c(=O)oc3cc(S(=O)(=O)N4CCCCC4)ccc32)C1 (stereo not drawn)	-5	2.6	2	1	9	-2	3	-3	7
COCCSc1nnc(-c2cccc(C#N)c2)n1C	3	2.7	-5	3	-3	0	-2	5	-2
Cc1ccc([N+](=O)[O-])cc1S(=O)(=O)n1ccnc1C	-3	1.9	-4	2	2	-1	0	-1	0
COc1cc(C(=O)NCC(=O)N/N=C(/C)c2cccs2)cc(OC)c1OC	4	4.4	0	-4	-3	5	4	-12	4
CCCCN1C(=O)C(O)(c2ccccc2)c2cc(Br)ccc21 (stereo not drawn)	7	5.0	-1	-1	7	0	0	-3	-6
Cc1cc(-c2n[nH]c(=S)n2/N=C/C=C/c2ccco2)n[nH]1	2	0.6	6	1	8	-3	1	3	-11
NC(=O)c1ccc(C(F)(F)F)n(Cc2ccc(Cl)cc2)c1=O	3	9.9*	-5	1	4	6	5	-1	-14
O=[N+]([O-])c1cccc2c(N3CCOCC3)ccnc12	-2	0.1	5	-4	1	-1	4	-1	0
CN(C)CCCNC(=O)/C(=C/c1ccc(-c2ccc([N+](=O)[O-])cc2)o1)NC(=O)c1ccccc1	-7	1.2	2	11	4	1	-1	-3	6
Cc1ccccc1C(=O)NCCCNC(=O)c1ccccc1C	-2	-1.8	-1	-4	nt	-5	3	-6	-2
CCN(CC)CC(=O)c1ccc(-c2ccccc2)cc1	0	2.1	5	-3	9	-6	1	-1	-2
Cc1cccc(NC(=O)CN2C(=O)CCS(=O)(=O)c3ccccc32)c1C	7	-1.7	-4	-2	5	-5	-2	1	7
CCCC1(C(=O)OCC)NC(c2ccc(OC)cc2OC)C2C(=O)N(c3ccc4c(c3)OCCO4)C(=O)C21 (stereo not drawn)	0	0.7	-2	0	-4	-3	1	3	4
NC(=O)Cn1c(=O)n(CCC(=O)Nc2ccc(F)cc2)c(=O)c2sccc21	5	-2.1	3	0	0	-3	-1	-4	3
Cn1cncc1C#Cc1c(-c2ccsc2)sc2ccccc12	-7	nt	nt	nt	-3	nt	53*	nt	9
C=CCOc1ccc(/C=C/C(=O)OCC(=O)NCc2cccc(OC)c2)cc1	0	2.8	nt	nt	12	0	0	nt	1
Oc1ccc(Cl)cc1CNCc1ccc(F)cc1	-2	0.1	2	-4	4	2	-3	-1	3
COc1cc2c(cc1OC)-c1cc3ccc4c(c3c[n+]1CC2)OCO4	-3	4.9	51*	-68	-4	0	43	-7	-4
CC(C)NS(=O)(=O)c1ccc(CCC(=O)NCc2ccco2)cc1	4	1.8	0	0	-1	-3	-3	-1	-8
Cc1cccc(N=C2NC(=O)/C(=C/c3cccn3C)S2)c1C	5	1.1	4	25*	10	-1	1	1	-11
CC(NC(=O)CCNC(=O)c1ccccc1Cl)c1ccc(-n2ccnc2)cc1 (stereo not drawn)	-1	-0.3	2	-3	1	-7	11	-8	4
COc1ccc([N+](=O)[O-])cc1NC(=O)CSc1nccc(C)n1	-6	1.6	0	6	0	4	69*	51*	-12
COC(=O)C1=CN(Cc2cccs2)C=C(C(=O)OC)C1c1ccc(OC)cc1OC	2	3.5	-1	-1	-6	-2	1	9	8
CN(C)c1nc(OCCNC(=O)Nc2ccccc2)nc(N2CCCCC2)n1	1	-0.5	2	2	2	-3	2	0	-2
CC(C)(C)NC(=O)C(c1ccc(O)cc1)N(Cc1ccco1)C(=O)CCC(=O)Nc1ccccn1 (stereo not drawn)	10	1.8	-5	-3	-18	-2	0	1	2
CCN(CC(=O)NC(=O)NCc1ccccc1)Cc1ccccc1	7	-1.4	2	-2	2	0	0	1	-4
Cc1ccc(C(=O)NCCCn2ccnc2)o1	6	0.8	0	-5	-2	1	18	-2	-4
O=Cc1ccc(OC(=O)/C=C/c2ccccc2)cc1	-5	0.6	-13	0	-2	0	2	-1	-5
COc1ccc(/C=C/C(=O)NC(=S)Nc2ccccn2)cc1	-5	0.7	5	-1	-7	8	4	10	-1
CC(=O)c1cccc(N(CC(=O)NCC2CCCO2)C(=O)CCC(=O)Nc2cc(C)on2)c1 (stereo not drawn)	-4	2.9	-2	1	5	-2	5	-3	8
O=C(NCC1CC1)C1(C(F)(F)F)CC(CCCO)CCCO1 (stereo not drawn)	0	1.7	-1	-1	-1	-2	1	-2	4
CN1c2ccccc2C(=O)C(=C2SCCCS2)S1(=O)=O	-2	0.8	-8	-4	6	-1	2	2	-9
CC(=O)Nc1nc(C)nc(-c2ccccc2)c1C(C)=O	1	2.1	-4	0	-6	-7	0	1	0
Cc1cccc(N2C(=O)CC(SC(=Nc3ccccc3)Nc3ccccc3)C2=O)c1 (stereo not drawn)	1	5.7	6	0	-11	5	5	11	0
O=c1c2[nH]c3ccc(Cl)cc3c2ncn1CCN1CCCCC1	11	0.8	1	-3	6	8	11	-2	15
CN(C)/C=N/c1cc(=O)[nH]c(=O)n1CC1CC1	1	1.7	3	0	0	3	-3	3	7
COc1ccc(N2CCN(CC(=O)NCc3ccc(Cl)cc3)CC2)cc1	-6	-1.5	-4	2	2	-5	4	-14	0

Screens deposited in PubChem by The Scripps Research Institute Molecular Screening Center.
